High-throughput results as filed in PubChem BioAssay.
Pol eta inh = DNA polymerase eta (human) inhibition. recombinant Pol eta, fluorescent DNA replication assay. actives 1.2% (n = 390,000). Potency, µM (highest dose often 114 µM), without a hit: top-dose activity change, negative = inhibition, most hits filed as inhibitors. Q9Y253. AID 588591; further: potency means the concentration at half of the fitted maximal effect; on the % scale 0 is the no-effect control and ±100 the full control effect
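Fluorescent replication assay: 50 nM final substrate added after a 15 min room-temperature compound preincubation with 10 nM enzyme. Signal taken at 0 min and again at 10 min.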
ERG-DNA inh = inhibitors of human ERG Ets domain-DNA interaction; fluorescence polarization, His-ERG Ets domain / labelled DNA; P11308; actives 0.028% (n = 370,000); Potency, µM (highest dose often 76.9 µM), for inactives: top-dose FP activity, negative = inhibition, actives largely listed as inhibitors; active means well fitted inhibition curve with a large enough effect in the polarisation, with a control signal flat; inconclusive means small, poorly fitted or top-dose-only effect, or effect the other way, or a change in a side signal; inactive means no such curve, though single readings can be large or run the other way; the % refers to the polarisation;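 further: polarization taken with two DNA probes labelled with fluorescein and Texas red; potency means the concentration at half of the fitted maximal effect; % of control where 0% means no effect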
Target sequence (P11308 whole entry, looked up, the tested form may be a part): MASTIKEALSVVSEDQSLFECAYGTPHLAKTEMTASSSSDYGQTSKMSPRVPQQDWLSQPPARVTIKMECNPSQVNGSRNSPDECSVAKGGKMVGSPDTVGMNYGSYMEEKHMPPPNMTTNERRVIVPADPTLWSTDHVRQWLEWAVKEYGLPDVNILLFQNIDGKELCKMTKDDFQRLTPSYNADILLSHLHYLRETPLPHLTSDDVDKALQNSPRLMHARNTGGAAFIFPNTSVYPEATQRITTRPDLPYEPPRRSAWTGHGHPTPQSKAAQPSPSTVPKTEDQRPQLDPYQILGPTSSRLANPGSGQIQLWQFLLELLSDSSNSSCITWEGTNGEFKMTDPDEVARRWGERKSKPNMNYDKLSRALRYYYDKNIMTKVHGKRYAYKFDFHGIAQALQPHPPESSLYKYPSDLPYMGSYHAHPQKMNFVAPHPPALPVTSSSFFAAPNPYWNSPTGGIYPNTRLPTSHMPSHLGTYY
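His-tagged ERG Ets domain (1 uM in the protein solution; 300mM KCl, 50mM Tris-HCl, 1mM EDTA, 1mM DTT, pH 7.5) received compound, then a probe mix of 5 nM fluorescein-DNA and 100nM Texas-615-DNA. Fluorescence polarization was read for both dyes.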
POLB inh = inhibitors of human DNA polymerase beta | Potency, µM (highest dose often 114 µM), for inactives: at the highest dose activity change, negative = inhibition, hits mostly inhibitors | AID 485314 | actives 1.3% (n = 340,000) | P06746 | Pol beta primer extension/strand displacement, fluorescence kinetic; further: potency means the concentration at half of the fitted maximal effect; on the % scale 0 is the no-effect control and ±100 the full control effect
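Reaction started by 50 nM substrate onto compound-treated Pol beta (10 nM, 15 min preincubation, room temperature); plates read at 0 min and 10 min. Normalized concentration-effect data fitted by four-parameter Hill equation.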
RGS4 inh = human RGS4 inhibition; AID 504845; actives 0.039% (n = 390,000); Potency, µM (top dose mostly 114 µM), for inactives: at the highest dose activity change, negative = inhibition, most hits filed as inhibitors; Transcreener GDP fluorescence polarization, RGS4-accelerated GTP hydrolysis; further: potency means the concentration at half of the fitted maximal effect; on the % scale 0 is the no-effect control and ±100 the full control effect; nearly all actives have a fitted effect of over 75% in size; some results filed as inactive show a strong effect at the top dose
Target sequence (P49798 whole entry, looked up): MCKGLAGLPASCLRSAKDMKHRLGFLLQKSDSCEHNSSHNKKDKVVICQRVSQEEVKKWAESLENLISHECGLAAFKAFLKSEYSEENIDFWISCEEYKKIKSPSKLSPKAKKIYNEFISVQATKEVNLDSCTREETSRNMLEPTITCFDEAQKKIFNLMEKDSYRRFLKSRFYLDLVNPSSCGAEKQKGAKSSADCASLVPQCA
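MLSMR compounds (23 nl, pin-transferred) preincubated 10 min at room temperature with a 500nM (2x) first reagent, then RGS4 at 900nM (2x) plus Transcreener GDP mix added; fluorescence polarization (620/688 nm) read before and after 90 min at 30 °C.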
APEX1 inh = blocks human APE1 abasic DNA cleavage; P27695; recombinant APE1, TAMRA/BHQ-2 abasic DNA cleavage fluorescence; Potency, µM (highest dose often 65.8 µM), inactives show at the top dose activity change, negative = inhibition, usual class: inhibitors; actives 0.35% (n = 350,000); AID 2517;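 further: potency means the concentration at half of the fitted maximal effect; plate controls were vehicle for no effect and reference inhibitor for full effect; nearly all actives have a fitted effect of over 55% in size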
Target sequence (P27695 whole entry, looked up): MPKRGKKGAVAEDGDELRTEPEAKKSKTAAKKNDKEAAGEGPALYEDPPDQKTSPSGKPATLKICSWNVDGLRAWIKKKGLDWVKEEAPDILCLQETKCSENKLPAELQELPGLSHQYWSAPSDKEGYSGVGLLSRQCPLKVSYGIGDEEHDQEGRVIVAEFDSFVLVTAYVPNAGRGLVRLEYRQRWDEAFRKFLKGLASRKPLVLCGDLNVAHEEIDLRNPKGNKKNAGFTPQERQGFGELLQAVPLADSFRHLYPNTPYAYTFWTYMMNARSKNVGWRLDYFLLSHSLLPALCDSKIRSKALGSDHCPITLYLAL
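Compound pre-exposure to 0.75 nM APE1, 15 min at ambient temperature. Reaction initiated with 50 nM TAMRA/BHQ-2 THF substrate, read immediately in kinetic mode, 525 nm excitation, 598 nm emission.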
Anesthetic bind = candidate novel general anesthetic via apoferritin binding | P02791 | Potency, µM (titrated, usually from 77.5 µM), for inactives: at the highest dose activity change, negative = displacement, most hits filed as inhibitors | apoferritin/1-aminoanthracene competitive binding, fluorescence | AID 485281 | actives 0.074% (n = 350,000); further: potency means the concentration at half of the fitted maximal effect; on the % scale 0 is the no-effect control and ±100 the full control effect; nearly all actives have a fitted effect of over 20% in size
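Horse-spleen apoferritin (10 uM) in 50% saturated 1-aminoanthracene in PBS was incubated 10 min at room temperature with compound. Fluorescence (ex 380, em 535 nm) was normalized to free and bound 1-AMA, with concentration-response fitted by a four-parameter Hill equation.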
LDHA inh = LDHA (human) enzyme inhibition; purified LDHA, NADH/diaphorase-resazurin fluorescence; hits give low values; activity change, % (values are at about 110 or 230 µM); actives 0.15% (n = 480,000); in the data active means activity change below about -30%; inconclusive means mostly about -25% to -30%;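 further: plate controls were DMSO wells for no effect and wells without enzyme for full effect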
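Resorufin fluorescence (ex540/em590), read at 0 and 20 min after diaphorase/resazurin addition, reports the NADH left after a 5 min room-temperature reaction of 2 nM human LDH5 with 0.06 mM NADH and 0.2 mM pyruvate.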
12-LOX inh = blocks human arachidonate 12S-lipoxygenase; P18054; purified 12hLO, xylenol orange hydroperoxide absorbance; Potency, µM (titrated, usually from 108 µM), for the others: at the highest dose activity change, negative = inhibition, hits mostly inhibitors; actives 1.1% (n = 580,000); further: potency means the concentration at half of the fitted maximal effect; on the % scale 0 is the no-effect control and ±100 the full control effect
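Purified human 12hLO at 150 nM in 25 mM Hepes, 0.01% Triton X-100, pH 7.0, preincubated 15 min at room temperature with compound. Reaction started with 40 uM arachidonic acid, 30 min at room temperature. Hydroperoxide measured by Fe-xylenol orange, 573/405 nm absorbance ratio.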
POLK inh = DNA polymerase kappa (human) inhibition | actives 0.53% (n = 400,000) | Q9UBT6 | AID 588579 | purified Pol kappa, fluorescent DNA synthesis assay, 10 min | Potency, µM (titrated, usually from 107 µM), without a hit: top-dose activity, negative = inhibition, most hits filed as inhibitors; further: potency means the concentration at half of the fitted maximal effect; on the % scale 0 is the no-effect control and ±100 the full control effect
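10 nM Pol kappa was preincubated with compounds for 15 min at room temperature. Reaction started with 50 nM (final) substrate. Fluorescence read kinetically at 0 and 10 min.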
The depositor's hits bear a star; ? = inconclusive; . = no result given; [ ] = another dose, or the depositor's remark. Unless noted, the call rests on the fitted dose curve; in most records, active means well fitted curve in the direction sought with a large enough effect; inconclusive means small, poorly fitted or top-dose-only effect, or another doubt; inactive means no such curve, though single readings can be large; an effect the other way counts as inactive or inconclusive. The list is partial; count on the stated rates, not on these rows.

| mol | Pol eta inh | 12-LOX inh | LDHA inh | APEX1 inh | RGS4 inh | POLK inh | ERG-DNA inh | POLB inh | Anesthetic bind |
| --- | --- | --- | --- | --- | --- | --- | --- | --- | --- |
| Cc1nn(Cc2ccc(Cl)cc2Cl)c(C)c1NC(=O)c1ccc(COc2cc(Cl)ccc2Cl)o1 | -6.6% | -16.8% | -7.6 | 7.8% | -2.0% | -5.7% | 9.3% | 26.7% | -2.9% |
| CCCn1c(SCC(=O)c2c(C)[nH]c(C)c2C(=O)OCC)nc2ccccc21 | -21.0% | -21.9% | -2.5 | -2.5% | -16.6% | -6.1% | -2.3% | 1.9% | -5.3% |
| CCN1CC(O)=C(c2nc3ccccc3s2)C1=N | -7.4% | 0.0% | -4.2 | 8.2% | -4.7% | -1.3% | -6.6% | 29.0% | -13.2% |
| CCC1SC2=NC(C)=C(C(=O)OC)C(c3cccs3)N2C1=O (centres undefined) | -10.2% | 0.0% | -2.4 | 19.3% | -23.1% | -19.3% | -0.6% | 6.0% | 1.0% |
| Cc1c(/C=C/C(=O)c2ccc(O)cc2)cnn1C | -20.0% | -15.9% | -0.9 | 14.5% | -24.0% | 6.5% | -1.0% | 20.2% | -12.7% |
| CCOc1ccc(CC(=O)NNC(=S)NCCc2ccccc2)cc1 | -9.3% | -2.8% | -0.1 | 8.1% | -24.4% | 11.4% | 8.8% | 28.5% | -5.2% |
| CC(=O)c1ccc(NS(=O)(=O)c2ccc3[nH]c4c(c3c2)CCCCCC4)cc1 | -16.6% | ? | 2.4 | . | -39.1% | -15.2%[60.1 µM] | 5.0% | -1.7% | -19.2% |
| CC(C)Cn1c(N)c(C(=O)COC(=O)C2CC(=O)N(c3ccc4c(c3)OCCO4)C2)c(=O)n(C)c1=O (centres undefined) | -19.9% | -17.1% | -4.5 | 7.6% | -9.1% | -2.6% | 0.2% | . | . |
| O=C(O)c1ccccc1CSc1nc2ccccc2o1 | 6.7% | -20.5% | -6.2 | -0.7% | 10.1%[11.4 µM] | -2.4% | -13.6% | -0.8% | -9.9% |
| CSc1ccc(CN2CCN(Cc3ccccc3)C(CCO)C2)cc1 (centres undefined) | -2.5% | -1.7% | 2.5 | -0.2% | -9.2% | 4.1% | -1.4% | -12.8% | -7.6% |
| CCOCCCNC(=O)C(c1ccccc1)N(Cc1cccs1)C(=O)c1ccc(NC(C)=O)cc1 (centres undefined) | -10.7% | -12.2% | 0.3 | . | -4.0% | 0.5% | 12.7% | 15.0% | 0.8% |
| Cc1nn2c(=O)cc(COC(=O)c3ccccc3NC(=O)COc3ccccc3C)nc2s1 | -9.0% | -20.8% | -10.7 | . | 16.2% | -9.9%[60.1 µM] | 2.5% | 32.7%[activator] | 7.9% |
| CCc1ccc(C2Sc3ccccc3NC3=C2C(=O)c2ccccc23)cc1 (centres undefined) | -14.6% | ? | 0.1 | . | -51.4% | -2.2% | -10.0% | 2.0% | ? |
| O=C(COC(=O)c1ccccc1Br)NCc1ccccc1 | -5.6% | 14.1% | -5.5 | ? | 20.9% | -18.7% | 1.4% | 26.6% | -4.3% |
| COc1ccc(NC(=O)CCS(=O)(=O)c2nc(-c3ccc4c(c3)OCO4)cc(C(F)(F)F)n2)cc1 | -14.2% | -24.0% | 3.8 | . | -27.6% | -8.7% | -11.3% | -0.3% | -12.6% |
| CCn1cc(C(=O)N(C)CC(OC)OC)c(=O)c2cc(S(=O)(=O)N3CCOCC3)ccc21 | 0.2% | 8.7% | -11.6 | 50.7%[activator] | 24.8% | -18.1% | -8.8% | 20.1% | -3.3% |
| CCOC(=O)c1cc(-c2ccncc2)nc2c1c(C)nn2C | 7.9% | -24.9% | -4.0 | -5.9% | 0.9%[56.9 µM] | -7.8% | 9.4% | 0.7% | -3.2% |
| CS(=O)(=O)N(CC(=O)N1CCC(C(N)=O)CC1)c1cc(C(F)(F)F)ccc1Cl | -8.0% | -25.2% | -1.8 | 7.0% | -10.1% | -9.0% | -2.0%[15.4 µM] | -9.0% | 0.3% |
| Oc1ccc(/C=N/Nc2ncnc3nc[nH]c23)cc1 | ? | -12.0% | -13.4 | ? | 31.7% | -10.6% | 14.1% | ? | 3.4% |
| COc1ccc(-c2csc(NC(=O)CSc3nc(C)nc4sc(C(=O)O)c(C)c34)n2)cc1 | 22.4µM* | ? | -4.8 | -1.8% | ? | 31.6µM* | 8.4% | 7.08µM* | -8.8% |
| Cc1cc(C)c(S(C)(=O)=O)c(Sc2ccc(Cl)cc2)n1 | -15.0% | -9.5% | -2.1 | -2.4% | -12.1% | -17.6% | -0.5% | 5.1% | -19.5% |
| COc1ccccc1S(=O)(=O)Cc1ccc(C(=O)N2CCN(c3ccccc3)CC2)o1 | -11.6% | -0.4% | 2.3 | 12.4% | -17.8% | 1.4% | 3.7% | 7.1% | -12.7% |
| COC(=O)Cc1c(C)c2c(O)cc(C)cc2oc1=O | -3.2% | -3.6% | 1.5 | 2.4% | 7.7% | -2.0% | -8.5% | -10.7% | 149.2%[activator] |
| Cn1c(-c2ccc(Br)cc2)cnc1NCc1cccnc1 | 8.5% | ? | -19.1 | 16.8% | 1.5% | -10.3% | -13.3% | 11.4% | -11.0% |
| C/C(Cc1ccccc1)=N\NC(=O)c1ccc(F)cc1 | -11.9% | 0.1% | -6.2 | 7.9% | 30.8%[11.4 µM] | -1.7%[60.1 µM] | -11.3% | -2.3% | 5.3% |
| COc1ccc2nc(NC(=O)C(NS(=O)(=O)c3cccc4nsnc34)C(C)C)sc2c1 (centres undefined) | 0.2% | -18.8% | -8.6 | 6.3% | 6.4% | -2.3% | 3.7% | ? | -23.8% |
| CC1CCCC(C)N1C(=O)CSc1nc(N)cc(N)n1 (centres undefined) | -10.8% | -10.7% | 2.7 | 4.7% | -7.3% | 0.4% | 19.5% | 8.1% | ? |
| O=C(c1ccc2ccccc2n1)N1CCN(S(=O)(=O)c2ccc(Cl)cc2)CC1 | -4.7% | -25.8% | -8.1 | -1.9% | -1.5% | -17.6% | -2.6% | . | . |
| O=C(CSc1nnc(-c2ccc(S(=O)(=O)N3CCCC3)cc2)n1CC1CCCO1)NC1CC1 (centres undefined) | -4.4% | 0.0% | -10.2 | -1.7% | 13.8% | -3.4% | -2.5% | 0.0% | 6.2% |
| CC(=O)Oc1cccc(N2C(=O)c3ccc(C(=O)Nc4cccnc4)cc3C2=O)c1 | -12.4% | -4.1% | -12.6 | 5.3% | -4.8% | 2.6% | 5.7% | 6.2% | -9.6% |
| COc1ccc(C2CC(c3ccccc3)=NN2c2ccc(S(N)(=O)=O)cc2)cc1OC (centres undefined) | -10.0% | ? | -7.3 | 19.9% | 2.0% | -8.5% | 9.5% | -0.8% | 772.6%[activator] |
| CC(C)(C)OC(=O)C[C@@H]1C/C=C\C[C@@H](CC(=O)N(CCO)Cc2ccccc2)C(=O)N[C@H](Cc2ccccc2)COC1=O | 7.7% | -0.6% | 0.2 | -32.1% | -5.3% | -2.2% | 3.5% | . | . |
| CN(Cc1ccccc1)C(=O)c1ccccc1NC(=O)C1CC1 | -25.6% | -6.7% | -4.3 | 2.7% | -13.8% | -0.6% | 9.0% | 0.4% | -6.0% |
| CC(=O)c1ccc(N2Cc3ccccc3/C2=N\C(=O)Nc2ccccc2)cc1 | -5.4% | -15.0% | -3.3 | -2.1% | -17.4% | -1.0% | -4.1% | -11.2% | -9.9% |
| COC(=O)C1=C(O)/C(=C\c2ccc(OCC(=O)Nc3ccccc3)cc2)N=C1C | -5.9% | 2.7% | -11.3 | -0.8% | 24.4% | -16.1% | -0.6% | 20.9% | -1.5% |
| Cc1c(C(=O)O)sc(S(=O)(=O)N2CCN(C(=O)CCc3ccccc3)CC2)c1C(=O)O | ? | -5.9% | 1.8 | 3.7% | -3.8% | -13.3% | 4.2% | . | . |
| C[N+](C)(C)CCCCCC(=O)/C=N/O | -15.3% | ? | -2.7 | -1.4% | -20.5% | -1.6% | 0.9% | 4.3% | -3.6% |
| COc1cccc(N(CC(=O)NCCSc2ccccn2)S(C)(=O)=O)c1 | -2.3% | 0.0% | -3.0 | -3.2% | -3.4% | -8.2% | 7.6% | 9.0% | -9.5% |
| COc1ccc(NC(=O)Cn2cnc3c(oc4nc5c(cc43)COC(C)(C)C5)c2=O)cc1 | 3.3% | ? | -4.2 | -6.8% | 19.2% | -14.2% | 2.4% | -23.2% | -2.1% |
| COc1ccccc1C1CCN(C(=O)c2cccs2)CC1 | -4.2% | 12.6% | -10.2 | 12.4% | 4.1% | -9.7% | -4.1% | 10.2% | -10.1% |
| COc1cccc(C(=O)Nc2nnc(S(=O)(=O)N3CCCCC3)s2)c1 | -3.0% | -8.6% | -7.7 | 13.0% | 3.4% | -13.8% | 1.6% | -28.9% | -10.2% |
| Nc1ccc(C(=O)NN2C(=O)[C@H](Cl)C2c2ccc(Cl)cc2)cc1 (some centres undefined) | ? | ? | 0.9 | . | ? | -1.1% | 15.9% | . | . |
| COc1ccc(-n2ncc3c2ncn2nc(-c4ccc(Cl)cc4Cl)nc32)cc1 | . | 0.0% | -2.1 | . | -3.2% | -20.1% | 1.7% | 2.3% | -9.1% |
| Cc1nc2ccc(S(=O)(=O)N(C)CC(=O)NCCc3ccccc3)cc2s1 | 6.7% | 1.8% | -2.1 | -2.9% | 39.0% | -6.5% | 13.6% | -3.0% | -5.9% |
